Assay outcomes from PubChem BioAssay.
XIAP antagonists – XIAP antagonists, biochemical, IAP family, fluorescence polarization (AID 1018); XIAP BIR domain, fluorescence polarization peptide displacement; higher % means a stronger effect; actives 0.007% (n = 200,000); displacement, % at 20 µM; hits with a dose series show IC50 in µM; in the data active = displacement above about 50%; note: a part of the inactive calls stands beside numbers as strong as those of hits
NOD1 NF-kB reporter – NOD1 signaling inhibitors, primary screen, cell-based, luminescence, uHTS (AID 1578); NOD1-driven NF-kB luciferase reporter cells, luminescence; higher % means a stronger effect; inhibition, % at 4 µM; hits with a dose series show EC50 in µM; actives 1% (n = 290,000); in the data active = inhibition mostly above about 36%, no sharp cut-off; inactive = mostly below about 34%;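 note: HEK-293T reporter cells stimulated with the NOD1 agonist gamma-tri-DAP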
LYP phosphatase – PTPN22 lymphoid phosphatase activity blockers – biochemical, fluorescence intensity, uHTS (AID 1779); inhibition, % at 11.5 µM, or IC50 in µM where a hit was titrated; recombinant LYP phosphatase, fluorescence intensity; higher % means a stronger effect; actives 0.054% (n = 290,000);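 note: plate controls were vehicle with enzyme for no effect and no enzyme for full effect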
KOR beta-arrestin-1 – KOR antagonists, beta-arrestin recruitment, cell-based, luminescence, uHTS (AID 1778) | actives 0.091% (n = 290,000) | KOR beta-arrestin recruitment, luminescence, antagonist mode; higher % means a stronger effect | one-dose inhibition, % at 10 µM; IC50 in µM for titrated hits; note: strong numbers were not always called active
TNAP activation fold – stimulation of alkaline phosphatase TNAP activity – biochemical, luminescent, no phosphate acceptor, uHTS, primary screen (AID 1001); purified TNAP, luminescent activation assay, no phosphate acceptor; higher activation fold means a stronger effect; activation fold at 20 µM; hits with a dose series show EC50 in µM; actives 0.03% (n = 200,000); in the data active = activation fold from about 3, or a potency from the dose series; inactive = the rest, 99 in 100 with activation fold below about 1.6; note: many of its hits are not listed in these tables
PMI inhibitors – MPI enzyme activity inhibition – biochemical, fluorescence intensity, coupled assay, primary screen (AID 1209) | purified PMI enzyme, coupled fluorescence intensity; higher % means a stronger effect | inhibition, % at 20 µM, or IC50 in µM where a hit was titrated | actives 0.42% (n = 190,000);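 note: plate controls were DMSO vehicle for no effect and wells lacking substrate for full effect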
HEK293 NOD2/NF-kB – inhibition of NOD2-driven NF-kB reporter – cell-based, luminescence, uHTS, HEK293 (AID 1566); HEK293 NOD2/NF-kB luciferase reporter, luminescence; higher % means a stronger effect; inhibition, % at 4 µM, or EC50 in µM where a hit was titrated; actives 0.63% (n = 290,000); note: many of its hits are not listed in these tables
KOR beta-arrestin-2 – kappa opioid receptor activators – cell-based, luminescence, uHTS, primary screen (AID 1777). KOR beta-arrestin recruitment, luminescence; higher % means a stronger effect. activation, % at 10 µM, or EC50 in µM where a hit was titrated. actives 0.02% (n = 280,000); in the data active = activation above about 50%, passing the limit was not always enough; note: a part of the inactive calls stands beside numbers as strong as those of hits
PMI inhibition – MPI inhibition at elevated mannose 6-phosphate – biochemical, fluorescence intensity, high mannose 6-phosphate, primary screen (AID 1220). recombinant PMI enzyme, coupled fluorescence intensity; higher % means a stronger effect. inhibition, % at 20 µM, or IC50 in µM where a hit was titrated. actives 0.66% (n = 190,000)
Active calls of the source: *; [ ] = dose if it differs, or a comment. Cut-off read from the data, not from the text of the source, unless noted: active = inhibition above about 50%; inactive = the rest. This is a subset; the hit share may differ from the screen's.

Results for COc1cccc(-c2nc(NCCN3CCOCC3)c3ccccc3n2)c1O ?
XIAP antagonists: -3.5%; NOD1 NF-kB reporter: 8%; LYP phosphatase: 1%; KOR beta-arrestin-1: -20%; TNAP activation fold: 1.1; PMI inhibitors: 17%; HEK293 NOD2/NF-kB: -6%; KOR beta-arrestin-2: 4.8%; PMI inhibition: 13%

Results for CCOc1ccc(C(=O)NCCC(=O)NCCCC(=O)O)cc1 ?
XIAP antagonists: -3.8%; NOD1 NF-kB reporter: -5%; LYP phosphatase: -6%; KOR beta-arrestin-1: 30%; TNAP activation fold: 1.1; PMI inhibitors: 1%; HEK293 NOD2/NF-kB: 9%; KOR beta-arrestin-2: -8.1%; PMI inhibition: -2%

How did COc1ccc(C(=O)N/C(=C\c2ccc(Cl)cc2)C(=O)NCC2CCCO2)cc1 (configuration not stated) do in these assays?
NOD1 NF-kB reporter: 7%; LYP phosphatase: -9%; KOR beta-arrestin-1: 12%; HEK293 NOD2/NF-kB: 26%; KOR beta-arrestin-2: -2.7%

Results for CCC(C)(C)c1nnc(NC(=O)C2CCN(C(=O)c3ccco3)CC2)s1 ?
NOD1 NF-kB reporter: -45%; LYP phosphatase: -1%; KOR beta-arrestin-1: -8%; HEK293 NOD2/NF-kB: 20%; KOR beta-arrestin-2: 0.9%

What do the screens show for `CCCCNC(=O)Cn1cnc2sc(C)c(S(=O)(=O)N3CCN(c4ccccc4OC)CC3)c2c1=O`?
NOD1 NF-kB reporter: -6%; LYP phosphatase: -6%; KOR beta-arrestin-1: -17%; HEK293 NOD2/NF-kB: -1%; KOR beta-arrestin-2: 2.1%

How did COc1ccc(S(=O)(=O)N2CCN(C(=O)c3ccc(C)o3)CC2)cc1 do in these assays?
NOD1 NF-kB reporter: -22%; LYP phosphatase: -4%; KOR beta-arrestin-1: -13%; HEK293 NOD2/NF-kB: 47%; KOR beta-arrestin-2: -3.6%

How did CCOc1ccccc1NC(=O)c1ccc([N+](=O)[O-])cc1 do in these assays?
XIAP antagonists: -8.4%; NOD1 NF-kB reporter: 10%; LYP phosphatase: -10%; KOR beta-arrestin-1: -29%[20 µM]; TNAP activation fold: 1.1; PMI inhibitors: -11%; HEK293 NOD2/NF-kB: 1%; PMI inhibition: -8%

How did CCOC(=O)Cc1csc(NC(=O)C2CCCCC2C(=O)O)n1 (configuration not stated) do in these assays?
XIAP antagonists: -7.8%; NOD1 NF-kB reporter: -10%; LYP phosphatase: -10%; KOR beta-arrestin-1: -26%; TNAP activation fold: 1.1; PMI inhibitors: 6%; HEK293 NOD2/NF-kB: 6%; KOR beta-arrestin-2: 3.2%; PMI inhibition: -1%

How did COc1ccc(S(=O)(=O)N/N=C/c2ccc(OCCN3CCOCC3)c(OC)c2)cc1 do in these assays?
XIAP antagonists: -7.4%; NOD1 NF-kB reporter: -37%; LYP phosphatase: 0%; KOR beta-arrestin-1: 13%; TNAP activation fold: 0.9; PMI inhibitors: 3%; HEK293 NOD2/NF-kB: -2%; KOR beta-arrestin-2: 0.2%; PMI inhibition: 3%

How did O=c1c2cnn(-c3ccccc3)c2ncn1Cc1ccccn1 do in these assays?
XIAP antagonists: 0.5%; NOD1 NF-kB reporter: -1%; LYP phosphatase: 1%; KOR beta-arrestin-1: -9%; TNAP activation fold: 1.1; PMI inhibitors: -4%; HEK293 NOD2/NF-kB: 18%; KOR beta-arrestin-2: 4.4%; PMI inhibition: -10%

Results for CC1=C(C(=O)OCc2ccccc2)C(c2cccc(Br)c2)NC(=O)N1 (configuration not stated) ?
NOD1 NF-kB reporter: -8%; LYP phosphatase: -8%; KOR beta-arrestin-1: -19%[20 µM]; HEK293 NOD2/NF-kB: 9%; KOR beta-arrestin-2: -5.1%

How did Cc1ccc(C(=O)O/N=C(\N)c2ccc(C(F)(F)F)cn2)cc1 do in these assays?
NOD1 NF-kB reporter: 2%; LYP phosphatase: -4%; KOR beta-arrestin-1: 15%; HEK293 NOD2/NF-kB: -4%; KOR beta-arrestin-2: -0.3%

Results for O=C(NC1=NCCS1)c1ccc(Cl)cc1 ?
NOD1 NF-kB reporter: -71%; LYP phosphatase: -10%; KOR beta-arrestin-1: -2%; HEK293 NOD2/NF-kB: -32%; KOR beta-arrestin-2: 0.4%

How did CCOc1ncccc1C(=O)OCc1ccc(Cl)cc1 do in these assays?
XIAP antagonists: -3.0%; NOD1 NF-kB reporter: -26%; LYP phosphatase: -7%; TNAP activation fold: 1.1; PMI inhibitors: -9%; HEK293 NOD2/NF-kB: 5%; KOR beta-arrestin-2: 4.1%; PMI inhibition: -6%

How did COc1cccc(C2C(C#N)=C(N)N(N(C)C)C3=C2C(=O)CCC3)c1 (configuration not stated) do in these assays?
NOD1 NF-kB reporter: 2%; LYP phosphatase: -8%; KOR beta-arrestin-1: 4%; HEK293 NOD2/NF-kB: -9%; KOR beta-arrestin-2: -4.2%

How did O=C(NC1CCSc2ccccc21)c1ccccc1F (configuration not stated) do in these assays?
NOD1 NF-kB reporter: -26%; LYP phosphatase: -8%; KOR beta-arrestin-1: -10%; HEK293 NOD2/NF-kB: 2%; KOR beta-arrestin-2: 3.0%

What do the screens show for `CCC(CC)c1nnc(NC(=O)c2cc(-c3ccccc3)nc3ccccc23)s1`?
XIAP antagonists: -2.1%; NOD1 NF-kB reporter: 11%; LYP phosphatase: 6%; KOR beta-arrestin-1: -35%; TNAP activation fold: 1.1; PMI inhibitors: 21%; HEK293 NOD2/NF-kB: 4%; KOR beta-arrestin-2: -0.7%; PMI inhibition: 9%

What do the screens show for `CC(C)(C)OC(=O)N1Cc2ccccc2C[C@H]1C(=O)NC1CCCC1`?
NOD1 NF-kB reporter: -11%; LYP phosphatase: -9%; KOR beta-arrestin-1: 6%; HEK293 NOD2/NF-kB: 3%; KOR beta-arrestin-2: 5.8%

What do the screens show for `CCCNC(=O)c1cc2ccccc2c(=O)o1`?
XIAP antagonists: -9.9%; NOD1 NF-kB reporter: -6%; LYP phosphatase: 1%; KOR beta-arrestin-1: -3%; TNAP activation fold: 1.1; PMI inhibitors: 11%; HEK293 NOD2/NF-kB: 8%; KOR beta-arrestin-2: -0.5%; PMI inhibition: 35%

How did NS(=O)(=O)c1ccc(CNC(=O)CNC(=O)c2ccc(Br)o2)cc1 do in these assays?
NOD1 NF-kB reporter: -16%; LYP phosphatase: -10%; KOR beta-arrestin-1: -24%; HEK293 NOD2/NF-kB: -6%; KOR beta-arrestin-2: 2.0%

Results for O=C1c2ccncc2C(=O)N1CNc1ccc(Cl)cc1 ?
XIAP antagonists: -5.5%; NOD1 NF-kB reporter: -36%; LYP phosphatase: -4%; KOR beta-arrestin-1: -13%; TNAP activation fold: 1.1; PMI inhibitors: -11%; HEK293 NOD2/NF-kB: 8%; KOR beta-arrestin-2: -0.9%; PMI inhibition: 2%

Results for CCC(=O)N1CCN(c2ccc(NC(=S)NC(=O)C(C)C)cc2)CC1 ?
XIAP antagonists: -5.4%; NOD1 NF-kB reporter: -28%; LYP phosphatase: 2%; KOR beta-arrestin-1: 20%; TNAP activation fold: 1.1; PMI inhibitors: 8%; HEK293 NOD2/NF-kB: -3%; KOR beta-arrestin-2: -2.4%; PMI inhibition: 13%

How did O=S(=O)(c1cccc(Cl)c1Cl)N1CCN(C(=S)NCCCN2CCOCC2)CC1 do in these assays?
XIAP antagonists: -1.4%; NOD1 NF-kB reporter: -24%; LYP phosphatase: 0%; KOR beta-arrestin-1: 16%; TNAP activation fold: 1.1; PMI inhibitors: -1%; HEK293 NOD2/NF-kB: 16%; KOR beta-arrestin-2: 0.1%; PMI inhibition: -6%

How did COc1ccc(C(C(=O)NC(C)(C)C)N(C(=O)CCC(=O)Nc2cc(C)on2)c2ccc3c(c2)OCCO3)cc1 (configuration not stated) do in these assays?
NOD1 NF-kB reporter: -7%; LYP phosphatase: -7%; KOR beta-arrestin-1: 2%; HEK293 NOD2/NF-kB: 6%; KOR beta-arrestin-2: 0.6%

Results for CC(=O)N1CCC2(CC1)C(C#N)=C(N)Oc1n[nH]c(C)c12 ?
XIAP antagonists: -3.9%; NOD1 NF-kB reporter: -24%; LYP phosphatase: -4%; KOR beta-arrestin-1: 0%; TNAP activation fold: 1.1; PMI inhibitors: 5%; HEK293 NOD2/NF-kB: -9%; KOR beta-arrestin-2: -2.4%; PMI inhibition: 9%

What do the screens show for `O=C1CCc2cc(S(=O)(=O)N3CCC(C(=O)NCCC4=CCCCC4)CC3)ccc2N1`?
XIAP antagonists: -5.8%; NOD1 NF-kB reporter: -14%; LYP phosphatase: -1%; KOR beta-arrestin-1: -12%; TNAP activation fold: 0.9; PMI inhibitors: -8%; HEK293 NOD2/NF-kB: 8%; KOR beta-arrestin-2: 10%; PMI inhibition: -5%

How did Nc1nc(NC(=O)c2ccccc2)nn1-c1ccccc1 do in these assays?
XIAP antagonists: -2.1%; NOD1 NF-kB reporter: -15%; LYP phosphatase: -4%; KOR beta-arrestin-1: 5%; TNAP activation fold: 1.1; PMI inhibitors: -9%; HEK293 NOD2/NF-kB: 9%; KOR beta-arrestin-2: 4.9%; PMI inhibition: -7%

How did CC(C)C(NC(=O)OCc1ccccc1)C(=O)OCC(=O)NC1CC1 (configuration not stated) do in these assays?
XIAP antagonists: -6.3%; NOD1 NF-kB reporter: -28%; LYP phosphatase: -6%; KOR beta-arrestin-1: 10%; TNAP activation fold: 1.1; PMI inhibitors: 3%; HEK293 NOD2/NF-kB: -1%; KOR beta-arrestin-2: -4.3%; PMI inhibition: 2%

Results for CC(=O)Nc1ccc2c(c1)CCc1ccccc1-2 ?
NOD1 NF-kB reporter: -5%; LYP phosphatase: -8%; KOR beta-arrestin-1: 14%; HEK293 NOD2/NF-kB: -58%; KOR beta-arrestin-2: 5.7%

Results for CN(C(=O)CSc1nnc(-c2n[nH]c3ccccc23)o1)c1ccccc1 ?
XIAP antagonists: -5.3%; NOD1 NF-kB reporter: -15%; LYP phosphatase: -3%; KOR beta-arrestin-1: 0%; TNAP activation fold: 1; PMI inhibitors: 14%; HEK293 NOD2/NF-kB: 6%; KOR beta-arrestin-2: -2.0%; PMI inhibition: 14%

Results for CCCn1cccc(C(=O)Nc2ccc(OC)cc2)c1=O ?
NOD1 NF-kB reporter: -3%; LYP phosphatase: -4%; KOR beta-arrestin-1: -45%; HEK293 NOD2/NF-kB: -15%; KOR beta-arrestin-2: -0.6%

Structural class: those above containing fluorine
How did Cc1ccc(C(=O)O/N=C(\N)c2ccc(C(F)(F)F)cn2)cc1 do in these assays?
NOD1 NF-kB reporter: 2%; LYP phosphatase: -4%; KOR beta-arrestin-1: 15%; HEK293 NOD2/NF-kB: -4%; KOR beta-arrestin-2: -0.3%

How did O=C(NC1CCSc2ccccc21)c1ccccc1F (configuration not stated) do in these assays?
NOD1 NF-kB reporter: -26%; LYP phosphatase: -8%; KOR beta-arrestin-1: -10%; HEK293 NOD2/NF-kB: 2%; KOR beta-arrestin-2: 3.0%
